From PubChem BioAssay
RNase H inhibition: RNase H inhibition, HIV 1 Gag Pol polyprotein, FRET biochemical assay, screening (AID 372); HIV-1 RT RNase H, FRET RNA/DNA substrate fluorescence; higher % means a stronger effect; one-dose inhibition, % at 10 µM; IC50 in µM for titrated hits; 100,000 compounds, 0.77% hits; in the data active means inhibition above about 50%
The depositor's hits bear a star. The list is partial; the hit share may differ from the screen's.

For COc1cc(C(=S)N2CCOCC2)ccc1O the results were RNase H inhibition 6%.
`CCN(CC)CCOc1c(Cl)cccc1Cl` gave RNase H inhibition 0%.
Screening CCc1cccc(C)c1NC(=O)CCOc1ccccc1 returned RNase H inhibition 0%.
`O=C(Cc1ccc([N+](=O)[O-])cc1)Nc1cccc(I)c1` gave RNase H inhibition 13%.
For Cc1cc(C)nc(/N=C(/N)N2CCCc3ccccc32)n1 the results were RNase H inhibition 15%.
Screening CC(C)(C)c1cc(C=Nc2ccccc2O)c(O)c(C(C)(C)C)c1 returned RNase H inhibition 7%.
For Cc1cccc(C(=O)N2CCc3ccccc3C2)c1 the results were RNase H inhibition 7%.
For Cc1cc(N)ccc1-c1cc2ccccc2oc1=O the results were RNase H inhibition 10%.
COc1cc(/C=C(/C#N)C(=O)Nc2ccc(Cl)cc2)c(Br)cc1OCC(=O)O was read as RNase H inhibition 8%.
Screening O=c1[nH]c(=S)[nH]c2c1C1(CCCCC1)Cc1ccccc1-2 returned RNase H inhibition 0%.
For Cc1cc(Cl)c(OCCOCCN2CCN(C)CC2)c(Cl)c1 the results were RNase H inhibition 15%.
Screening CCSc1nc2ccccc2n1CCC(=O)O returned RNase H inhibition 9%.
`COC(=O)C1=C(C)NC2=C(C(=O)CCC2)C1c1ccc(OC)cc1` (stereo not drawn) gave RNase H inhibition 2%.
Screening Cc1cc(OCC(=O)N2CCN(c3ccccn3)CC2)ccc1Br returned RNase H inhibition 24%.
For CS(=O)(=O)N(Cc1ccc(C(=O)Nc2ccccc2C(=O)O)cc1)c1ccccc1 the results were RNase H inhibition 4%.
`Cc1ccc(/C=C2/SC(=S)N(CCCC(=O)Nc3ccc(Cl)c(Cl)c3)C2=O)cc1` gave RNase H inhibition 16%.
CCOc1cc(C2C(C(=O)OCCOc3ccccc3)=C(C)NC3=C2C(=O)CC(c2ccccc2)C3)cc(Br)c1O (stereo not drawn) was read as RNase H inhibition 7%.
For COc1cc(C(=O)N2CCN(Cc3cccc(Br)c3)CC2)cc(OC)c1OC the results were RNase H inhibition 3%.
O=C1C=CC(=NOC(=O)c2ccccc2Br)C=C1 was read as RNase H inhibition 10%.
Screening O=C(NCc1cccnc1)C(O)(c1ccccc1)c1ccccc1 returned RNase H inhibition 1%.
O=C1CC(c2ccccc2)CC(O)=C1C=Nc1ccc(F)cc1 (stereo not drawn) was read as RNase H inhibition 0%.
COc1ccc(/C=c2\sc3nnc(-c4ccccc4Cl)n3c2=O)cc1 was read as RNase H inhibition 0%.
Screening O=C1OC(c2ccccc2)=C/C1=C/c1ccc2c(c1)OCO2 returned RNase H inhibition 34%.
Screening CCOC(=O)C1=C(C)N=c2s/c(=C\c3cccc(O)c3)c(=O)n2C1c1cc(Br)c(OC)cc1OC (stereo not drawn) returned RNase H inhibition 5%.
`COc1ccc(-n2nc3cc(C)c(NC(=O)c4cc(Cl)ccc4OC)cc3n2)cc1` gave RNase H inhibition 0%.
Screening CCOc1cc2oc(=O)c(CC)c(C)c2cc1CC returned RNase H inhibition 39%.
For CCn1c(/N=C/c2ccc(OC)c3cccc(OC)c23)nc2ccccc21 the results were RNase H inhibition 16%.
`Cc1cccc(N2C(=O)NC(=O)/C(=C\c3cccn3-c3ccccc3)C2=O)c1C` gave RNase H inhibition 33%.
For CCN(CC)C(=O)C(=O)N/N=C/c1cc(Br)ccc1OC the results were RNase H inhibition 15%.
CCOC(=O)C1=C(C)N=c2s/c(=C/c3ccc(Cl)cc3)c(=O)n2C1c1cccs1 (stereo not drawn) was read as RNase H inhibition 8%.
Clc1ccc(Nc2ncnc3c2oc2ccccc23)cc1 was read as RNase H inhibition 5%.
`CC(C)(C)c1nnc(NC(=O)CSc2ncn[nH]2)s1` gave RNase H inhibition 0%.
For CC1=NN(c2ccc(C)c(C)c2)C(=O)/C1=C\c1c(C)[nH]n(-c2ccccc2C)c1=O the results were RNase H inhibition 0%.
COc1ccccc1N1C(=O)c2ccc(C(=O)Nc3cccc(C(C)=O)c3)cc2C1=O was read as RNase H inhibition 13%.
CCOC(=O)C1CCN(C(=O)c2ccc(C#Cc3ccccc3)cc2)CC1 was read as RNase H inhibition 16%.
COc1ccc(OC)c(CN2CCN(C(=O)c3ccc(-c4ccccc4)cc3)CC2)c1 was read as RNase H inhibition 12%.
COc1ccc(S(=O)(=O)Nc2ccc(C)cc2C)cc1Br was read as RNase H inhibition 2%.
Screening Cc1cc(C)cc(OCCNC(=O)c2ccccc2Cl)c1 returned RNase H inhibition 0%.
CC12c3ccccc3C(C)(c3ccccc31)C1C(=O)NC(=O)C12 (stereo not drawn) was read as RNase H inhibition 3%.
`COc1cccc(OCCn2c(=O)c3cc4c(=O)n(CCOc5cccc(OC)c5)c(=O)c4cc3c2=O)c1` gave RNase H inhibition 12%.
Screening CCN1C(=O)/C(=C2\SC(=S)N(C(C)C)C2=O)c2ccccc21 returned RNase H inhibition 30%.
Screening Cc1ccc(-c2nnc(-c3ccc4c(c3)OCO4)o2)cc1C returned RNase H inhibition 16%.
O=C1S/C(=C/c2ccccc2F)C(=O)N1CNc1cccc(C(F)(F)F)c1 was read as RNase H inhibition 6%.
For CC1=C(C(=O)OCC(C)C)C(c2ccccc2Br)C2=C(CC(c3ccccc3)CC2=O)N1 (stereo not drawn) the results were RNase H inhibition 16%.
Screening Cc1ccc(OCC(=O)N/N=C\C=C\c2ccco2)cc1 returned RNase H inhibition 6%.
`O=C(NN=C1c2ccccc2-c2ccccc21)c1ccc(Cl)c(Cl)c1` gave RNase H inhibition 43%.
For Cc1cccc(NC(c2ccc(Cl)cc2)c2ccc3cccnc3c2O)n1 (stereo not drawn) the results were RNase H inhibition 4%.
Screening Cc1cc(I)ccc1NC(=O)c1ccc(Cl)cc1 returned RNase H inhibition 8%.
Screening Fc1ccccc1NC(=S)NCc1cccnc1 returned RNase H inhibition 0%.
Screening O=C(N/N=C/c1ccccc1)C(=O)N1CCCC1 returned RNase H inhibition 22%.
Cc1ccc(S(=O)(=O)N(CC(=O)NCc2ccco2)c2cccc(Br)c2)cc1 was read as RNase H inhibition 0%.
`O=C(NC(=S)Nc1cc(Cl)c(Cl)cc1Cl)c1ccco1` gave RNase H inhibition 9%.
For O=C(CSc1nc2ccccc2[nH]1)Nc1ccccc1Br the results were RNase H inhibition 40%.
`C=CCN1C(=O)/C(=C/c2ccccc2Cl)C(=O)NC1=S` gave RNase H inhibition 3%.
`CC1(C)Oc2ccc3ccc(=O)oc3c2CC1=O` gave RNase H inhibition 1%.
`CCOC(=O)c1cnn(-c2ccccc2)c1NC(=O)c1ccc([N+](=O)[O-])cc1` gave RNase H inhibition 0%.
For Cc1cc2nn(-c3ccc(Cl)cc3)nc2cc1NC(=O)COc1ccc([N+](=O)[O-])cc1 the results were RNase H inhibition 49%.
Screening COc1ccc(NC(=O)CN(c2ccccc2Cl)S(C)(=O)=O)cc1OC returned RNase H inhibition 6%.
For COC(=O)c1ccc(C(=O)OC)c(NS(=O)(=O)c2ccc(NC(C)=O)cc2)c1 the results were RNase H inhibition 3%.
For Cc1ccc(N=Cc2c(C)[nH]n(-c3ccccc3)c2=O)c(C)c1 the results were RNase H inhibition 9%.
For O=C1c2ccccc2C(=O)N1c1cccc(-c2csc(Nc3ccc(Oc4ccccc4)cc3)n2)c1 the results were RNase H inhibition 4%.
`Cc1onc(-c2ccccc2Cl)c1C(=O)N1CCN(Cc2ccccc2)CC1` gave RNase H inhibition 3%.
For COc1ccc(N(CC(=O)NCc2ccc(C(C)C)cc2)S(=O)(=O)c2ccccc2)cc1 the results were RNase H inhibition 21%.
For Cc1c(C(=O)O)cccc1-n1c(=O)c2cc3c(=O)n(-c4cccc(C(=O)O)c4C)c(=O)c3cc2c1=O the results were RNase H inhibition 10%.
`COC(=O)c1c(NC(NC(=O)c2ccccc2C)C(Cl)(Cl)Cl)sc2c1CCCC2` (stereo not drawn) gave RNase H inhibition 21%.
Cc1cc(Br)cc(C)c1NC(=O)c1ccccc1[N+](=O)[O-] was read as RNase H inhibition 7%.
CCCOC(=O)C1=C(C)N(C)C(=O)NC1c1cccc([N+](=O)[O-])c1 (stereo not drawn) was read as RNase H inhibition 12%.
For COc1cccc(/C=N/NC(=O)CSc2nc3ccccc3[nH]2)c1O the results were RNase H inhibition 0%.
Cc1cc(Cl)ccc1OC(C)C(=O)Nc1ccccc1 (stereo not drawn) was read as RNase H inhibition 10%.
Screening O=C(NC(=S)Nc1ccc2oc(-c3cc(Br)ccc3Cl)nc2c1)c1cccs1 returned RNase H inhibition 25%.
Cc1ccc(C2=C(O)c3ccccc3C(=O)C2=O)cc1 was read as RNase H inhibition 8%.
COC(=O)C1CC(=O)N(c2ccc(O)cc2)C1 (stereo not drawn) was read as RNase H inhibition 15%.
Screening Cc1ccc(NC2=C(Cl)C(=O)N(c3ccccc3C)C2=O)c(C)c1 returned RNase H inhibition 15%.
CCOC(=O)c1ccc(N=Cc2cccc(OC)c2O)cc1 was read as RNase H inhibition 5%.
For COc1ccccc1N1C(=O)C2C3C=CC(O3)C2C1=O (stereo not drawn) the results were RNase H inhibition 4%.
Screening COc1ccccc1OCCNC(=O)Nc1ccc(Br)cc1 returned RNase H inhibition 0%.
Screening COc1ccccc1N1C(=O)c2ccc(C(=O)Nc3ccc(Sc4ccc([N+](=O)[O-])cc4)cc3)cc2C1=O returned RNase H inhibition 15%.
For COc1ccc(NC(=O)/C(C#N)=C\c2ccc(OCC(=O)O)cc2)cc1 the results were RNase H inhibition 6%.
CCOc1ccc(C2/C(=C(\O)c3ccc(C)cc3)C(=O)C(=O)N2CCCC(=O)O)cc1 (stereo not drawn) was read as RNase H inhibition 1%.
For CCOc1ccc(NC(=O)c2ccc(C)cc2Cl)cc1 the results were RNase H inhibition 9%.
Screening Cc1cc(C)c(NC(=O)C(=O)NCC(C)O)c(C)c1 (stereo not drawn) returned RNase H inhibition 5%.
Screening COc1ccc(C(=O)NC(=S)Nc2cccc(-c3nc4ncccc4o3)c2)cc1OC returned RNase H inhibition 0%.
For O=C(Nc1ncc(S(=O)(=O)c2ccc([N+](=O)[O-])cc2)s1)c1cccc([N+](=O)[O-])c1 the results were RNase H inhibition 9%.
COc1ccc(OC)c(NC(=O)COc2ccc3ccccc3c2)c1 was read as RNase H inhibition 8%.
Cc1cc(C)c(S(=O)(=O)Nc2cc(Cl)c(Cl)cc2Cl)c(C)c1 was read as RNase H inhibition 6%.
Screening CCc1ccc(NC2=C(Cl)C(=O)N(c3ccccc3Cl)C2=O)cc1 returned RNase H inhibition 8%.
`OC(c1ccc(Br)cc1)C12CN3CN(CN(C3)C1)C2` (stereo not drawn) gave RNase H inhibition 12%.
COc1ccc(C=Nc2ccc(C)cc2C)cc1OC was read as RNase H inhibition 3%.
`CC(=O)Nc1ccc(C(=O)CSc2ncn(-c3ccccc3)n2)cc1` gave RNase H inhibition 0%.
CCOC(=O)C1=C(C)N=c2s/c(=C\c3cc(Br)c(OCc4ccccc4Cl)c(OC)c3)c(=O)n2C1c1ccc(Cl)cc1 (stereo not drawn) was read as RNase H inhibition 6%.
For Cc1ccc(NC2CC(=O)N(c3ccc(Br)cc3)C2=O)cc1Cl (stereo not drawn) the results were RNase H inhibition 9%.
For COc1ccccc1N1CCN(/N=C/c2cc([N+](=O)[O-])ccc2Cl)CC1 the results were RNase H inhibition 12%.
For Cc1ccc(NC(=O)CN(c2ccc(C)cc2)S(=O)(=O)c2ccc(F)cc2)cc1 the results were RNase H inhibition 0%.
For Clc1ccc(OCCOCCN2CCCCC2)c2ccccc12 the results were RNase H inhibition 7%.
Screening O=C1/C(=C/c2cc3c(cc2[N+](=O)[O-])OCO3)SC(=Nc2ccccc2)N1c1ccccc1 returned RNase H inhibition 23%.
`CCc1nnc(NS(=O)(=O)c2ccc(N=Cc3c(C)[nH]n(-c4ccc(C)cc4)c3=O)cc2)s1` gave RNase H inhibition 12%.
`O=C(/C=C/c1ccc(F)cc1)NCCSCc1ccc(Cl)cc1` gave RNase H inhibition 9%.
Screening CCOc1ccc(Br)cc1/C=C1\SC(=S)NC1=O returned RNase H inhibition 19%.
Screening NC(=O)c1c(-c2ccc(Cl)cc2)csc1N returned RNase H inhibition 12%.
Screening CCOC(=O)c1c[nH]c2cc(C(=O)OC)ccc2c1=O returned RNase H inhibition 1%.
For CCOC(=O)c1c(NC(=O)/C=C/c2ccccc2)sc(C(N)=O)c1C the results were RNase H inhibition 12%.
`C=CCC(C(=O)C(C)C)C(=O)C(C)(C)OC` (stereo not drawn) gave RNase H inhibition 1%.
For COc1ccc(Br)cc1C(=O)Nc1ccc(OC(F)(F)F)cc1 the results were RNase H inhibition 9%.
`CCn1c(SCC(=O)O)nc2sc3c(c2c1=O)CC(C)(C)OC3` gave RNase H inhibition 4%.
